# sdo1 growth: sdo1-depleted yeast growth rescue; S. cerevisiae sdo1-depleted JHY4D growth rescue, OD600 30 h; stronger effect = higher value; pdr5 snq2 efflux-pump mutant strain; z-score at 10 µM; 140,000 compounds, 0.21% hits; AID 817;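 active = z-score above 3 at both the 24 hr and the 30 hr optical density reads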;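 note: z-score against mean and SD of all compound wells on the same plate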
# Insulin prom inh: TRM-6 insulin promoter activity inhibition; TRM-6 cells (human fetal islet line), insulin promoter-eGFP reporter, imaging; reporter expression induced with tamoxifen; inhibition, % at 2 µM; 130,000 compounds, 0.9% hits; AID 1273;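 active = inhibition above the mean plus 3 SD, with well images judged a real hit on visual review, cut at about 60% in these data, passing the limit was not always enough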
# sdo1 growth Rescue 24 h: second read-out of sdo1 growth, no call of its own (marks repeat the call); z-score; S. cerevisiae sdo1-depleted JHY4D growth rescue, OD600; measured here: growth rescue at 24 h;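 0 is the plate mean of compound wells and units are plate SD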
# Numbers without * were called inactive; i = inactive; x = not tested or not shown; [ ] = dose if it differs, or a comment. An excerpt (hit frequency here may not be typical).
sdo1 growth	sdo1 growth Rescue 24 h	Insulin prom inh	Structure
-1.17	-0.91	-26.7	CC1CN(C(=O)N2c3ccccc3Sc3ccccc32)CC(C)O1 (stereo unspecified)
-0.4	-0.94	x	CCCNc1nc2c(c(=O)[nH]c(=O)n2C)n1Cc1ccc(F)cc1
x	x	0.0	C=C(C)CN(CC)C(=O)CSc1nc(O)cc(=O)n1C1CCCC1
-0.71	0.22	-11.1	O=C(NC(=S)Nc1ccc(N2CCCCC2)cc1)c1cccs1
-0.82	-1.32	-4.0	Cc1nnc(NC(=O)c2ccc3c(c2)C(=O)N(CC2CCCO2)C3=O)s1 (stereo unspecified)
-2.07	-1.33	x	CCc1cccc(NC2c3ccccc3C(=O)N2c2ccc(C)cn2)c1 (stereo unspecified)
-0.3	-0.01	x	CCOC(=O)c1c(C2CC2)csc1NC(=O)COC(=O)c1cnc(Cl)c(Cl)c1
0.05	0.59	x	Cc1ccc(-c2nc(NC(=O)CSc3nnc(C)s3)ns2)cc1
-0.69	-0.42	-60.0	Cc1cc(Nc2cccc(Cl)c2C)n2ncnc2n1
-0.4	-1.07	-45.5	Cc1cccc(C)c1NC(=O)CS(=O)CC(=O)NC1CCN(Cc2ccccc2)CC1 (stereo unspecified)
-0.01	0.07	-47.2	COc1cc(NC(C)CCCN)c2ncccc2c1Oc1ccccc1 (stereo unspecified)
x	x	0.0	COc1ccc(NC(=O)CSc2nnc(-c3ccncc3)n2C)cc1
x	x	72.7*	O=C(/C=C/c1ccc2c(c1)OCO2)Nc1ccc(Cl)cn1
-1.42	-2.01	-50.0	CCC(C)C(=O)N1CCc2cc(-c3csc(N)n3)ccc21 (stereo unspecified)
-0.82	-0.24	16.2	CCCn1nc([N+](=O)[O-])c(C(C#N)c2nc3ccccc3s2)c(Cl)c1=O (stereo unspecified)
1	1.11	-8.1	O=C(CN1C(=O)c2ccccc2C1=O)Nc1nnc(C2CCCO2)s1 (stereo unspecified)
-1.18	-0.48	18.5	Cc1ccc(C(=O)COC(=O)CCN2C(=O)C3C4CC(C(Br)C4Br)C3C2=O)cc1 (stereo unspecified)
-0.58	-0.56	21.6	Cc1ccc2c(c1)N=C(c1ccc(F)cc1)CO2
x	x	50.0	COc1ccc(N2C(=O)c3ccccc3C2=O)cc1
0.68[4.5 µM]	0.1	-35.5	COc1ccc(/C(O)=C2\C(=O)C(=O)N(Cc3ccco3)C2c2cc(OC)ccc2OC)cc1 (stereo unspecified)
0.63	0.48	-466.7	CC1Cc2cc(/C(O)=C3/C(=O)C(=O)N(CCN4CCOCC4)C3c3cccc(O)c3)ccc2O1 (stereo unspecified)
-1.08	-1.55	29.7	Cc1ccc(C)c(NC(=S)N2CCN(CCO)CC2)c1
0.46	0.02	x	COc1ccccc1OCC(=O)NCc1ccco1
0.7	0.55	-14.3	S=C(c1cccs1)N1CCCC1
1.3	1.67	0.0	C#CCn1c(=NC(=O)c2cc(-c3cccs3)nc3ccccc23)sc2cc(S(N)(=O)=O)ccc21
x	x	-14.3	O=C(c1cc(-c2ccccc2)on1)N1CCc2ccccc2C1
0.8	-0.96	-47.1	COc1ccc(C(=O)NN2CC(O)=C(c3nc4ccccc4n3C)C2=N)cc1OC
0.1	0.32	-33.3	Cc1cc(OCC(=O)N2CCOCC2)c(C(C)C)cc1Cl
0.25	-0.21	-34.1	C/C(=N\Nc1nnc(C)c(=O)[nH]1)C(=O)O
x	x	7.7	C=CCc1ccc(OCCCCN2CC(C)CC(C)C2)c(OC)c1 (stereo unspecified)
-0.44	-0.01	8.9	COc1ccc(-c2noc(C(C)n3nc(C)c([N+](=O)[O-])c3C)n2)cc1OC (stereo unspecified)
-0.78	-1.18	20.0	O=C(NCc1ccc(Cl)cc1)c1ccc(-c2ccccc2C(F)(F)F)o1
1.05	1.01	-33.3	Cc1cc(Cl)c(OCCCN(C)C)c(Br)c1
x	x	-60.0	COc1ccc([N+](=O)[O-])cc1N(CC(=O)N1CCOCC1)S(C)(=O)=O
0.05	-0.17	-15.6	COc1ccc(/C=N/Nc2nc3ccccc3c(=O)n2-c2ccccc2)cc1OC
1.12	0.98	-84.6	O=C(COC(=O)C1CC(=O)N(Cc2ccccc2)C1)Nc1ccc2c(c1)OCO2 (stereo unspecified)
0.39	-0.62	34.7	CC(Cc1ccccc1)NC(=O)c1ccc([N+](=O)[O-])cc1 (stereo unspecified)
1.83	0.92	19.2	CCC1SC(N)=NC1=O (stereo unspecified)
0.34	-0.79	x	CCN(c1ccccc1)S(=O)(=O)c1ccc(Cl)c(NC(=O)CSc2n[nH]c(N)n2)c1
x	x	5.6	Cc1[nH]n(-c2cccc(Cl)c2)c(=O)c1C=NCc1ccco1
-0.38	-0.05	31.8	CC1CN(C(=O)CSc2ncnc3sccc23)CC(C)O1 (stereo unspecified)
-0.43	-0.75	-32.5	CCN(CC)CCCn1c(=S)[nH]c2ccc(Cl)cc2c1=O
-0.01	-0.76	2.6	Nc1ccc2oc3ncccc3c(=O)c2c1
x	x	-17.6	COc1ccccc1CNC(=O)CSc1ccccc1
-0.63	-0.98	30.8	CNC(=O)Nc1ccc(Cl)cc1
0.34	-0.17	x	CCn1c(CNc2nc(-c3ccccc3)cs2)nnc1SCC(=O)NCc1ccco1
x	x	-7.1	c1ccc(-c2nc3c([nH]2)CCc2nonc2-3)cc1
0.94	0.7	-50.0	O=C1CCc2nc3ccccc3c(=O)n2N1
x	x	30.8	CCN(Cc1ccccc1)C(=O)C1CCN(Cc2ccc(SC)cc2)CC1
1.19	1.25	-346.7	COc1ccccc1NC(=O)C(C)NS(=O)(=O)c1ccc(F)cc1 (stereo unspecified)
-1.34	-0.44	-25.8	COc1ccc(Cn2c(CCC(=O)Nc3ccc(C)cc3)nc3cccnc32)cc1
-0.4	-0.37	-33.3	Cc1c(NC(=O)CCSc2ccc(Cl)cc2)c(=O)n(-c2ccccc2)n1C
1.19	1.38	-34.5	CCc1ccc(C(C)NC(=O)C2(C)CC2(Br)Br)cc1 (stereo unspecified)
-0.19	0.48	34.6	CCOC(=O)c1c(C)nc2ccc(Cl)cc2c1-c1ccccc1
0.71	1.12	50.0	COC(=O)c1ccc(C(=O)OC)c(NC(=O)CN(c2ccc3c(c2)OCO3)S(C)(=O)=O)c1
0.68	0.37	13.6	Cc1nc2cc(NC(=O)Nc3ccc(N4CCOCC4)cc3)ccc2n1C

# Entries from the list above that have bromine, in the order listed:
sdo1 growth	sdo1 growth Rescue 24 h	Insulin prom inh	Structure
-1.18	-0.48	18.5	Cc1ccc(C(=O)COC(=O)CCN2C(=O)C3C4CC(C(Br)C4Br)C3C2=O)cc1 (stereo unspecified)
1.05	1.01	-33.3	Cc1cc(Cl)c(OCCCN(C)C)c(Br)c1
1.19	1.38	-34.5	CCc1ccc(C(C)NC(=O)C2(C)CC2(Br)Br)cc1 (stereo unspecified)

# Next section:
sdo1 growth	sdo1 growth Rescue 24 h	Insulin prom inh	Structure
1.39	0.91	x	CC(=O)c1cc2c(=O)c3cc(C)ccc3oc2nc1C
x	x	-66.7	COc1ccc(C(NC(=O)C(C)C)c2c(O)ccc3ccccc23)cc1 (stereo unspecified)
x	x	-45.5	Cc1ccc(Nc2nc(-c3ccccc3)c(CC(=O)O)s2)cc1
0.29	0.02	x	CCOC(=O)C(Cc1ccccc1)NC(=O)CNC(C)=O (stereo unspecified)
-0.75	-0.63	x	O=C1CCc2cc(S(=O)(=O)N3CCN(Cc4ccc5c(c4)OCO5)CC3)ccc2N1
-0.26	-0.98	-21.4	CC(OC(=O)CCCCCN=C1NS(=O)(=O)c2ccccc21)C(=O)Nc1cc(Cl)cc(Cl)c1 (stereo unspecified)
0.1	-0.18	x	COc1ccc(N2CCN(CCNC(=O)CCN3C(=O)COc4ccccc43)CC2)cc1
x	x	45.5	O=C(NCc1ccc2c(c1)OCO2)NC12CC3CC(CC(C3)C1)C2
x	x	27.8	COCCNC(=O)/C(C#N)=C/c1cc(C(C)C)c(OC)cc1C
-0.29	-0.21	-7.4	O=C(c1ccco1)N(CCC(c1ccccc1)c1ccco1)Cc1ccccc1 (stereo unspecified)
0.18	-0.01	-185.7	CC(C)CCN1CCNC(=O)C1CC(=O)Nc1ccc(F)cc1 (stereo unspecified)
1.23	0.6	x	C=CCNC(=S)NNC(=O)c1cccn(Cc2ccc(Cl)c(Cl)c2)c1=O
-2.06	-1.74	-2.3	CC1CC(C)CN(C(=O)CNS(=O)(=O)c2ccc(Br)s2)C1 (stereo unspecified)
-0.28	-0.12	-5.3	CN(C)c1nc(OCCOC(=O)COc2ccc(Cl)cc2Cl)nc(N(C)C)n1
-0.21	-1.17	22.2	CCOP(=O)(OCC)C(NC(=O)Nc1ccc(C)c(Cl)c1)c1ccccc1 (stereo unspecified)
0.57	-0.24	0.0	C=CCNC(=O)Nc1ccc2oc(C)nc2c1

# The last 3 compounds of the section above lead into the next:
sdo1 growth	sdo1 growth Rescue 24 h	Insulin prom inh	Structure
-0.28	-0.12	-5.3	CN(C)c1nc(OCCOC(=O)COc2ccc(Cl)cc2Cl)nc(N(C)C)n1
-0.21	-1.17	22.2	CCOP(=O)(OCC)C(NC(=O)Nc1ccc(C)c(Cl)c1)c1ccccc1 (stereo unspecified)
0.57	-0.24	0.0	C=CCNC(=O)Nc1ccc2oc(C)nc2c1
-1.19	-1.01	-1.4	O=C(COC(=O)c1cc(-c2ccco2)nc2ccccc12)NCc1ccccc1
0.51	-0.05	0.0	CCOC(=O)n1c(=O)oc2cc(S(=O)(=O)N3CCCCC3)ccc21
-0.23	-0.29	14.3	COC(C)(C)[C@H](O)COc1c2ccoc2cc2oc(=O)ccc12
x	x	0.0	COc1ccccc1C(=O)NNC(=O)C(=O)NC(C)C
-0.34	-0.4	-85.2	COc1ccccc1C(=O)N(NC(=O)Oc1ccccc1)C(C)(C)C
0.64	1.83	0.0	COc1ccc(Nc2nnc(SC(C(=O)Nc3ccc(OC)c(Cl)c3)c3ccccc3)s2)cc1 (stereo unspecified)
-0.04	0.05	-35.5	CCOc1ccc(CCNC(=O)CSCc2ccc(C)cc2)cc1OCC
0.44	0.41	x	CCn1c(=O)cc(OCC(=O)NCC2CCCO2)c2ccccc21 (stereo unspecified)

# 7 entries already listed, arranged by the value under sdo1 growth Rescue 24 h, falling:
mol	sdo1 growth	sdo1 growth Rescue 24 h	Insulin prom inh
COc1ccc(Nc2nnc(SC(C(=O)Nc3ccc(OC)c(Cl)c3)c3ccccc3)s2)cc1 (stereo unspecified)	0.64	1.83	0.0
CCn1c(=O)cc(OCC(=O)NCC2CCCO2)c2ccccc21 (stereo unspecified)	0.44	0.41	x
CCOc1ccc(CCNC(=O)CSCc2ccc(C)cc2)cc1OCC	-0.04	0.05	-35.5
CCOC(=O)n1c(=O)oc2cc(S(=O)(=O)N3CCCCC3)ccc21	0.51	-0.05	0.0
COC(C)(C)[C@H](O)COc1c2ccoc2cc2oc(=O)ccc12	-0.23	-0.29	14.3
COc1ccccc1C(=O)N(NC(=O)Oc1ccccc1)C(C)(C)C	-0.34	-0.4	-85.2
O=C(COC(=O)c1cc(-c2ccco2)nc2ccccc12)NCc1ccccc1	-1.19	-1.01	-1.4

# Next results
sdo1 growth	sdo1 growth Rescue 24 h	Insulin prom inh	Structure
0.76	0.69	37.5	CC(C)CN1C(=O)CC(Sc2ccccc2C(=O)O)C1=O (stereo unspecified)
-0.97	-0.27	x	COc1ccc(/C=N/NC(=O)c2ccc(Cn3cc([N+](=O)[O-])cn3)o2)c(OC)c1C
0.14	-0.63	-20.0	CC1CC(=O)c2cnc(N3CCOCC3)nc2C1 (stereo unspecified)
-0.19	-0.76	i	O=C(Oc1ccc(N(Cc2cccs2)C2=NS(=O)(=O)c3ccccc32)cc1)c1ccco1
0.84	0.83	x	O=C(Nc1ccccc1C(F)(F)F)N1CCCC(O)C1 (stereo unspecified)
-0.63	-0.48	-27.3	CC12CCC(C(=O)N3CCCc4ccccc43)(CC1=O)C2(C)C (stereo unspecified)
-0.57	-1.22	-19.1	O=C(NCc1cccs1)c1nn2cccnc2c1Cl
1.68	0.81	0.0	COc1ccc(NC(=O)CN2CCCCC2)c([N+](=O)[O-])c1
-0.56	0.18	-20.8	CCOC(=O)Cc1csc(NC(=O)c2sc3nc4c(C)cc(C)cc4cc3c2N)n1
-0.17	-0.29	30.0	CC(=O)c1ccc(NC(=O)C2CCC(C)(C(=O)O)C2(C)C)cc1 (stereo unspecified)
-1.65	-0.86	x	CCn1c(=O)cc(OCC(=O)N2CCc3ccccc32)c2ccccc21
-1.15	-1.04	x	COc1ccc(S(=O)(=O)N(Cc2ccccc2)Cc2nc3ccccc3c(=O)[nH]2)cc1
x	x	0.0	CCc1nc(N2CCC3(CC2)OCCO3)c2nnn(Cc3ccccc3)c2n1
-0.68	-0.87	-12.5	CCOC(=O)C(CC)Sc1nnc2cc(C)c3ccccc3n12 (stereo unspecified)
-0.72	0.09	-140.0	CCCCn1c(O)c(N=NC(=O)c2ccco2)c2ccccc21
-0.21	-0.31	10.0	COc1ccc(N(C(C)=O)C2C=CS(=O)(=O)C2)c(OC)c1 (stereo unspecified)
x	x	-100.0	Cc1ccc(-n2ccc(-c3nn(-c4ccccc4)ccc3=O)n2)cc1
-0.76	-0.04	71.4	CCOc1ccc(OCCSc2nnnn2-c2ccccc2)cc1
x	x	13.3	CN(C)C(=O)C1C2NC(=S)N(c3ccccc3)C1(C)Oc1ccccc12 (stereo unspecified)
0.75	-0.27	x	O=C(CCCCCN1C(=O)C2C3C=CC(C3)C2C1=O)Nc1nccs1 (stereo unspecified)
0.14	-0.23	3.1	CCN1CCCC1Cn1cnc2c([nH]c3ccc(Cl)cc32)c1=O (stereo unspecified)
0.72	0.31	20.0	COc1ccc(N2CCN(C(=O)CCCC3=NS(=O)(=O)c4ccccc4N3)CC2)cc1
0.8	0.58	3.2	CC(=O)Nc1nonc1NC(=O)c1ccc(F)cc1
-0.06	-0.95	x	Cn1c(NC(=O)c2cc(Cl)ccc2Cl)cc(=O)n(C)c1=O
